High-throughput results as filed in PubChem BioAssay.
IMPase Li inh: cell-permeable IMPase inhibitors with lithium potentiation; hit rate 0.35% among 210,000; CHO-M1 cells, IP1 TR-FRET (IP-One), carbachol + lithium; Potency, µM (doses to about 59.4 µM), for the others: top-dose activity, negative = IMPase inhibition, usual class: inhibitors;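 further: IP1 builds up when IMPase is blocked and the TR-FRET signal falls; potency means the concentration at half of the fitted maximal effect; plate controls were basal vehicle for no effect and high inhibitor control for full effect; nearly all actives have a fitted effect of over 50% in size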
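Lithium-sensitised IP1 accumulation assay; M1-expressing CHO cells treated 30 min at 37C with compound. Competitive antibody detection by time-resolved FRET followed a 10 min room-temperature lysis step.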
LMNA splice mod: changes lamin A minigene splicing in HeLa cells; hit rate 0.01% among 200,000; Potency, µM (top dose mostly 46.1 µM), for inactives: at the top dose ratio change, negative = inhibition, usual class: inhibitors; HeLa LMNA splicing GFP/RFP minigene ratio, 48 h; active means well fitted inhibition curve with a large enough effect in the signal ratio, with a control signal flat, not every such curve was filed as active; inconclusive means small, poorly fitted or top-dose-only effect, or effect the other way, or a change in a side signal; the % refers to the signal ratio; further: potency means the concentration at half of the fitted maximal effect; on the % scale 0 is the no-effect control and ±100 the full control effect
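Read-out is the ratio of GFP to DsRed2 object intensity, acquired by 488 nm laser-scanning cytometry on HeLa lamin A-EGFP minigene reporter cells. Compound incubation 48 hrs at 37 °C in Opti-MEM with 2% FBS; DMSO 0.5% final.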
NPSR antagonist: neuropeptide S receptor (human) antagonism, cAMP; Q6W5P4; CHO-NPSR cells, cAMP TR-FRET, antagonist mode; Potency, µM (highest dose often 38.3 µM), for the others: at the top dose activity change, negative = inhibition, usual class: inhibitors; hit rate 1% among 220,000; AID 1461; further: potency means the concentration at half of the fitted maximal effect; on the % scale 0 is the no-effect control and ±100 the full control effect; nearly all actives have a fitted effect of over 50% in size; many of its hits are not listed in these tables
Target sequence (Q6W5P4 whole entry, looked up): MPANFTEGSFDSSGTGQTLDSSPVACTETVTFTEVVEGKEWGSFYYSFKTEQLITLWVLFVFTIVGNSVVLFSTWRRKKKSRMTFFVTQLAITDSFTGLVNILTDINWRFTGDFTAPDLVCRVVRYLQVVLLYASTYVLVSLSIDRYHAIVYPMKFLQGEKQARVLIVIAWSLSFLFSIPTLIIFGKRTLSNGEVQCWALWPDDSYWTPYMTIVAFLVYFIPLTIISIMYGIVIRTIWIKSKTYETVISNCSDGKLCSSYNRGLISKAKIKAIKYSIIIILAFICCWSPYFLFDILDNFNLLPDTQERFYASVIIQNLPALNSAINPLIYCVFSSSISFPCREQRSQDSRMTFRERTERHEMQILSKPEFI
CBFb RUNX1 block: blocks binding between human CBF-beta and RUNX1 | 230,000 tested, under 10 active | Potency, µM (top dose mostly 59.8 µM), inactives show at the top dose activity, negative = inhibition, hits mostly inhibitors | AID 1477 | Q01196+Q13951 | AlphaScreen CBFb-His/RUNX1-biotin binding, biochemical; further: % of control where 0% means no effect
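Interaction loss through any mechanism counts as activity. Pre-formed complex of His-CBF-beta and biotin-RUNX1 (30 nM apiece) is incubated with compound 15 min, then with 50 ng nickel and 50 ng streptavidin beads for 90 min before AlphaScreen detection.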
Luc counter: Kinase-Glo luciferase inhibition (counter-screen); hit rate 0.28% among 200,000; Potency, µM (series often up to 38.3 µM), for inactives: at the top dose activity change, negative = inhibition, usual class: inhibitors; Kinase-Glo luciferase, ATP luminescence, 8 min; Q27757; further: potency means the concentration at half of the fitted maximal effect; on the % scale 0 is the no-effect control and ±100 the full control effect; nearly all actives have a fitted effect of over 60% in size
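Luminescence was the read-out, taken after 8-minute incubation at ambient temperature. Luciferase turned over luciferin with 10 uM ATP in imidazole pH 7.2 buffer containing KCl, MgCl2, Tween 20 and BSA.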
aGal spleen mod: inhibits or activates alpha-galactosidase in human spleen homogenate | Potency, µM (doses to about 80 µM), for the others: top-dose activity change, negative = inhibition, hits mostly inhibitors | hit rate 0.008% among 240,000 | AID 2107 | P06280 | human spleen homogenate, 4MU-alpha-Gal fluorescence, 40 min;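 further: potency means the concentration at half of the fitted maximal effect; 0% = enzyme with vehicle and -100% = no enzyme basal signal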
Target sequence (P06280 32-429 limits assumed): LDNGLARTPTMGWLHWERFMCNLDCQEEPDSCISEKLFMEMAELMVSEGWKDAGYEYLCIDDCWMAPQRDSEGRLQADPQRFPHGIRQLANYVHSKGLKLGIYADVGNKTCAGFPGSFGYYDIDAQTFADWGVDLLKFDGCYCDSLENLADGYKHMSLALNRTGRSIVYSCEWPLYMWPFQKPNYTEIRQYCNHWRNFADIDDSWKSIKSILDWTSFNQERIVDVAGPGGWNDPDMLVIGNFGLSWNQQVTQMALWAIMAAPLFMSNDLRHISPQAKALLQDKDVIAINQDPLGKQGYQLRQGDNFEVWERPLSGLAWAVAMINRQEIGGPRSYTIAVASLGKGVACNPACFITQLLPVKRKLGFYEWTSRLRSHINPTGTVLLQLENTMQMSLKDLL
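Human spleen homogenate (1 ug) was the enzyme source, with 4-methylumbelliferyl-alpha-D-galactopyranoside (1 mM final) in pH 5.0 citrate buffer with 0.01% Tween-20. Compounds were titrated; after 40 min at 37C, NaOH/glycine stop, 4-MU fluorescence read; AC50 from Hill fits.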
Epigenetic reg: derepresses silenced GFP reporter in murine cells | murine LDR cells, GFP reporter derepression, 30 h | Potency, µM (doses to about 53.9 µM), for inactives: at the highest dose GFP activation, usual class: activators | hit rate 0.2% among 280,000 | AID 1865; further: potency means the concentration at half of the fitted maximal effect; % of control where 0% means no effect; nearly all actives have a fitted effect of over 60% in size
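Murine LDR cells carrying a silenced, genomically integrated CMV-driven GFP reporter were exposed to compound for 30 hours at 37 C. After PBS washes, GFP-positive cells (20–120 um objects) were counted by laser-scanning microplate cytometry.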
Starred values were filed as active, the others as inactive; ? = inconclusive; . = no result given; & = joins results of further samples; [ ] = remark or other dose. Unless noted, the call rests on the fitted dose curve; in most records, active means well fitted curve in the direction sought with a large enough effect; inconclusive means small, poorly fitted or top-dose-only effect, or another doubt; inactive means no such curve, though single readings can be large; an effect the other way counts as inactive or inconclusive. Some of the compounds tested; count on the stated rates, not on these rows.

Under each structure – IMPase Li inh, LMNA splice mod, NPSR antagonist, CBFb RUNX1 block, Luc counter, aGal spleen mod, Epigenetic reg
- COc1cccc(CNC(=O)C2CCN(S(=O)(=O)c3ccc4c(c3)CCC(=O)N4)CC2)c1
→ -6%[38.3 µM], -2%, -12%[46.1 µM], 2%, 1%, 1%, -0.2%
- CCOC(=O)C1(CCOc2ccccc2)CCN(Cc2ccc(-n3cccn3)cc2)CC1
→ 23%, ., 33%, -3%, -3%, -2%, 2.6%
- O=C(CSc1ccc2c(c1)OCCO2)Nc1cccnc1Cl
→ -3%, 18%[46 µM], -3%, 1%, -3%, -1%, 1.1%
- S=C(NC1CCCCC1)c1ccc2c(c1)OCO2
→ -6%[38.3 µM], 6%, -12%[46.1 µM], -2%, 0%, 1%, 0.0%
- CCOC(=O)c1[nH]c2ccccc2c1NC(=O)c1ccc(S(=O)(=O)N2CCOCC2)cc1
→ 9%, -11%, -9%, 6%[2.36 µM], 1%, -18%, -1.9%
- Cc1ccc2nc(C)cc(N/N=C/c3ccc(F)cc3)c2c1
→ 4%, ., 2%, -3%, 0%, 3%, -1.1%
- O=C(CO/N=C/c1ccc2c(c1)OCO2)Nc1cccc(Br)c1
→ 25%, -12%, 2%, 0%, -1%, -3%, -1.1%
- CCOC(=O)c1c(C#N)c(SCC(=O)Nc2ccc(OC)cc2)nc2c1CN(CC)CC2
→ 14%[38.3 µM], -3%, -16%[46.1 µM], -13%, 2%, -1%, -1.1%
- Cc1cc(Cl)ccc1OC(C)C(=O)Nc1ccccc1N1CCOCC1 (centres undefined)
→ 8%, ?, ?, 19%, -7%, 12%, 0.0%
- CCOc1ccc(C(=O)NC(=S)Nc2ccc(NC(=O)c3ccco3)cc2)cc1[N+](=O)[O-]
→ -8%, -13%, 33%, 4%, 0%, -1%, 0.0%
- Cc1ccc(/C(O)=C2/C(=O)C(=O)N(Cc3cccnc3)C2c2ccccn2)cc1 (centres undefined)
→ -13%[38.3 µM], ?, ?, 5%, -1%, 6%, -1.0%
- COc1ccc(-c2nn(-c3ccccc3)cc2C(=O)N2CCOCC2)cc1
→ -22%[38.3 µM], 12%, -22%[46.1 µM], 3%, -1%, 3%, -2.1%
- COC(=O)c1sccc1NC(=O)c1c(C)c(-c2cccc(Cl)c2)nc2ccccc12
→ 7%, -6%, -32%, 4%, 2%, -4%, 0.0%
- COc1ccc(-n2cnc3cc(NCc4cccs4)ccc32)cc1
→ 0%[38.3 µM], ?, -22%[46.1 µM], ?, -5%, 1%, -2.2%
- CC(=O)Oc1cc2cccc(OC(C)=O)c(=O)c2c(OC(C)=O)c1OC(C)=O
→ ., -4%[46 µM], -4%, ., 0%, 2%, -2.6%
- Cc1cc(N2CCOCC2)n2ncc(-c3ccc(Cl)cc3)c2n1
→ ., ., 15%, 4%, ., -7%, 0.1%
- C(=N\n1cnnc1)/c1ccc2ncccc2c1
→ -6%[38.3 µM], 9%, -3%[46.1 µM], 1%, -2%, 2%, -0.9%
- CC(OC(=O)c1oc2ccccc2c1COc1ccccc1)C(N)=O (centres undefined)
→ 9%, 15%[46 µM], 13%, 4%, 1%, -1%, 4.2%
- CC1=NCCN1S(=O)(=O)c1c(C(C)C)cc(C(C)C)cc1C(C)C
→ 22%, ., 9%, -2%, -8%, 6%, -0.1%
- COc1ccc(S(=O)(=O)N2CCCN(Cc3cccc(F)c3)CC2)cc1
→ -6%[38.3 µM], 0%, -11%[46.1 µM], 1%, 3%, -1%, 1.3%
- COc1ccc(C(=O)N2CCC3(CC2)CCN(c2ccccn2)CC3)cc1
→ 7%, ., ., ., -2%, 5%, .
- COc1cc(NS(=O)(=O)c2ccc(N)cc2)nc(OC)n1
→ 5%&5%&4%, ?, 7%, 3%, 0%, 4%, 0.1%
- CCOc1ccc(Nc2nc(Cc3nnc(SCC(=O)NC4CCCC4)n3C)cs2)cc1
→ -3%[38.3 µM], 2%, -5%[46.1 µM], -4%, 0%, -10%, -1.0%
- CN(C)CCCn1cc(C2=C(c3c[nH]c4ccccc34)C(=O)NC2=O)c2ccccc21
→ 16%&3%&22%, ., ., ?, 1%, -4%&-10%&-12%, 0.0%&0.0%&3.8%
- Cc1ccc(S(=O)(=O)Cc2ccc(C(=O)NCCCN3CCCC3=O)o2)cc1
→ -13%[38.3 µM], 7%, -16%[46.1 µM], -4%, 1%, 3%, 1.2%
- Cc1occc1-c1nnc(SCC(=O)Nc2nccs2)n1Cc1ccco1
→ 6%[38.3 µM], 10%, -9%[46.1 µM], -2%, 1%, -13%, 0.0%
- CN1CCN(NC(=O)c2cccc(S(=O)(=O)N3CCCCCC3)c2)CC1
→ 4%, ., 14%, 8%, ., 5%, -0.2%
- CC1C(=O)O[C@@H]2C[C@@H](C)[C@@H]3CCC(=O)[C@@]3(C)[C@@H](O)[C@H]12 (some centres undefined)
→ ., ., 23%, 4%, ., -1%, -2.3%
- O=C(CCS(=O)(=O)c1cccs1)Nc1ccc(C(=O)NCc2ccccc2)cc1
→ 17%[38.3 µM], -4%, -14%[46.1 µM], -2%, -3%, -1%, 0.2%
- COC(=O)[C@H]1Cc2cnoc2C[C@]1(C)C(=O)O
→ -6%, ?, 9%, 4%, -1%, 7%, -4.3%

4 records picked at random from those above:
Under each structure – IMPase Li inh, LMNA splice mod, NPSR antagonist, CBFb RUNX1 block, Luc counter, aGal spleen mod, Epigenetic reg
- COc1cc(NS(=O)(=O)c2ccc(N)cc2)nc(OC)n1
→ 5%&5%&4%, ?, 7%, 3%, 0%, 4%, 0.1%
- Cc1ccc(S(=O)(=O)Cc2ccc(C(=O)NCCCN3CCCC3=O)o2)cc1
→ -13%[38.3 µM], 7%, -16%[46.1 µM], -4%, 1%, 3%, 1.2%
- CC1C(=O)O[C@@H]2C[C@@H](C)[C@@H]3CCC(=O)[C@@]3(C)[C@@H](O)[C@H]12 (some centres undefined)
→ ., ., 23%, 4%, ., -1%, -2.3%
- CCOc1ccc(Nc2nc(Cc3nnc(SCC(=O)NC4CCCC4)n3C)cs2)cc1
→ -3%[38.3 µM], 2%, -5%[46.1 µM], -4%, 0%, -10%, -1.0%

Remaining list, next part
Under each structure – IMPase Li inh, LMNA splice mod, NPSR antagonist, CBFb RUNX1 block, Luc counter, aGal spleen mod, Epigenetic reg
- O=C(N/N=C/c1ccc(Cl)c([N+](=O)[O-])c1)c1cnccn1
→ 6%, 4%, -8%, 3%, -3%, -6%, 0.0%
- CCN(CC)CCNc1nc2ccccc2n1C
→ 22%[38.3 µM], -3%, 13%[46.1 µM], 7%, 0%, 6%, -1.1%
- Fc1ccc(CSc2nc3ncccc3[nH]2)cc1
→ 8%[38.3 µM], -3%, ?, 0%, -9%, 10%, -1.1%
- CCOC(=O)COc1ccc2nsnc2c1
→ -20%[38.3 µM], 2%, -13%[46.1 µM], 14%, -1%, 3%, 1.9%
- COc1ccccc1OCCC(=O)OCC(=O)NCc1ccccc1
→ 7%, -1%, 17%, -6%, -2%, 0%, 1.0%
- Brc1ccc(CSc2nnc3ccccn23)cc1
→ 7%, -3%[46 µM], 3%, 6%, 0%, 6%, -2.1%
- COc1cc(/C=N/NC(=O)CNC(=O)c2ccccc2)ccc1OC(=O)c1cccs1
→ 13%[38.3 µM], 7%, -3%[46.1 µM], -5%, 0%, 5%, -1.1%
- CCOC(=O)N1CCN(CC(O)COc2ccc(C)cc2C(C)(C)C)CC1 (centres undefined)
→ 12%, ?, -28%, 3%, -1%, -3%, 1.0%
- CN(c1ccccc1)S(=O)(=O)c1ccc(Cl)c(C(=O)Nc2nn[nH]n2)c1
→ -5%, -11%[46 µM], 7%, -5%, -1%, -5%, -0.9%
- Cc1onc(-c2ccccc2Cl)c1C(=O)OCC(=O)N1CCCc2ccccc21
→ 11%[38.3 µM], -5%, ?, 11%, -1%, 3%, 0.0%
- COc1ccc(CCNC(=O)COC(=O)c2cc(OC)c(OC)cc2OC)cc1OC
→ ?, 8%[46 µM], 13%, -25%, -1%, 1%, -0.6%
- CC1Cc2ccccc2N1C(=O)c1ccnc(C(C)(C)C)c1 (centres undefined)
→ 47%[activator][38.3 µM], 7%, -4%[46.1 µM], -11%, 2%, 8%, 0.9%
- COc1cc(C(c2c(C)[nH][nH]c2=O)c2c(C)[nH][nH]c2=O)ccc1OS(=O)(=O)c1ccccc1
→ 21%[38.3 µM], ?, 2%[46.1 µM], 5%, 8%, -3%, 0.5%
- O=C(C1=C(O)C(=O)N(c2ncccn2)C1c1ccc(Cl)c(Cl)c1)c1ccco1 (centres undefined)
→ ?, 25%, -16%[46.1 µM], -4%, 5%, -9%, -3.5%
- Cc1cc(C)n(-c2nc3ccccc3nc2Nc2ccc3[nH]c(=O)[nH]c3c2)n1
→ 42%[activator][38.3 µM], -6%, 0%[46.1 µM], 5%, -6%, 0%, -2.1%
- Cc1nc2ccc(C(=O)O)cc2c2c1CC(C)S2 (centres undefined)
→ -6%[38.3 µM], 15%, -10%[46.1 µM], -21%, 6%, -6%, -1.1%
- COc1ccc(-c2nnn(CC(=O)NC3CCCc4ccccc43)n2)cc1OC (centres undefined)
→ 0%[38.3 µM], 19%, -5%[46.1 µM], 6%, 11%, 4%, -4.8%
- Nc1cc(OC(=O)c2cccs2)nn1S(=O)(=O)c1ccc(F)cc1
→ 1%[38.3 µM], 1%, 16%[46.1 µM], -4%, -2%, -6%, 3.9%
- COc1ccc(-n2nnnc2SCC(=O)NCCc2ccccc2)cc1OC
→ 6%, ., 12%, 12%, 1%, 6%, -0.8%
- Cc1ccc(NC(=O)CSc2nc3ccccc3c3nc4ccccc4n23)cc1
→ 8%[38.3 µM], ?, 11%[46.1 µM], 2%, -10%, -10%, 1.0%
- Cc1[nH]n(-c2ccc([N+](=O)[O-])cc2)c(=O)c1C=NCCN1CCN(C(=O)c2ccc(Br)cc2)CC1
→ 42%[activator][38.3 µM], 2%, -24%[46.1 µM], -1%, ?, 4%, -1.6%
- CCN1CCc2nc(N)oc2CC1
→ 2%, ?, -2%[46.1 µM], -3%, -2%, 10%, -0.2%
- c1ccc(CNCC2COc3ccccc3O2)cc1 (centres undefined)
→ -1%, -3%, 11%[46.1 µM], 4%, -2%, -1%, -1.1%
- C/C(=N\NC(=O)c1ccccc1C)c1ccc(NC(=O)c2cccs2)cc1
→ 1%[38.3 µM], 2%, -7%[46.1 µM], 5%, -7%, 3%, -2.1%
- Cc1ccc(-c2ccc(C(=O)O)o2)cc1Cl
→ ., ., -28%, 10%, ., 5%, 0.3%
- CSc1ccc(N=Nc2c(C)[nH]n(C)c2=O)cc1
→ ., ., 30%, ?, ., -1%, 0.4%
